AID2073 = inhibitors of Mint1-CaV2.2 protein interaction, biochemical, HTRF (AID 2073) | actives 0.19% (n = 290,000) | HTRF protein-protein interaction, Mint1-CaV2.2; higher % means a stronger effect | one-dose inhibition, % at 20 µM; IC50 in µM for titrated hits; in the data active = inhibition mostly above about 51%, no sharp cut-off; note: some results filed as inactive read as strong as hits
MT stabilize HCS = microtubule stabilizers in HeLa cells | HeLa tubulin immunostaining HCS, 24 h; share of cells brighter than vehicle mean+2SD | actives 0.83% (n = 200,000) | AID 2205 | % tubulin-high responders, % at 10 µM;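 active = plate Z-score above 3 for both tubulin-high and condensed-nucleus cell shares, with cell loss under 80%, at 10 µM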;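 note: anti alpha tubulin signal scored within the nucleus-defined area of each cell; some results filed as inactive read as strong as hits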
HIV fusion peptide = inhibitors of HIV fusion peptide binding, primary screen, biochemical, uHTS, fluorescence dequenching (AID 1986) | cell-free peptide binding, fluorescence dequenching, 30 min; higher % means a stronger effect | inhibition, % at 20 µM; hits with a dose series show IC50 in µM | actives 0.3% (n = 290,000); in the data active = inhibition mostly above about 52%, no sharp cut-off; inactive = mostly below about 76%; note: some results filed as inactive read as strong as hits
Dynein cargo inh = dynein cargo transport inhibition; 3617.4 mouse cells, GR-EGFP nuclear translocation imaging; test concentration mostly 20 µM; stimulated with dexamethasone, 1 µM; stronger effect = lower value; z-score, hits read low; AID 1381; actives 0.47% (n = 220,000);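 active = plate z-score of nuclear minus cytoplasmic receptor signal below a set negative limit, without overly bright fluorescence or cell loss, cut at about -3.5 in these data, passing the limit was not always enough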;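 note: z-score of nuclear minus cytoplasmic ring GR-EGFP intensity difference per well; some compounds called inactive have numbers as strong as hits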
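Schedule: 48 h induction, then 1 h compound, then 30 min agonist, 37 °C. Buffer or medium: tetracycline-free induction medium containing charcoal-stripped FBS. Reagent: 1.0 µM final dexamethasone stimulus. Evaluation: nuclear versus cytoplasmic GR-EGFP signal, averaged per well. Signal: high-content fluorescence imaging after fixation.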
Autophagy mod = modulators of autophagy; MEF GFP-LC3 puncta imaging; test concentration mostly 10 µM; calls only at 10 µM (by protocol); actives 0.98% (n = 190,000); AID 463193;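 active = percentage of spot-positive cells more than 3 SD above its plate mean, without a fluorescence outlier flag or 80% toxicity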;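 note: spot-positive cell cutoff set from DMSO-treated cells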
Yfh1-off respiration = enhancers of respiration in Yfh1-depleted yeast, dose response, Friedreich's ataxia, plus single-dose screen (AID 1465); S. cerevisiae Yfh1-off respiration, WST-1 reduction, 72 h; higher fold induction means a stronger effect; fold induction at 50 µM, or EC50 in µM where a hit was titrated; actives 0.074% (n = 220,000);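 active = fold induction of absorbance versus untreated yeast above a set limit, then at least 30% activation at any dose in follow-up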;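 note: activators that raise dye reduction in frataxin-depleted yeast; strong numbers were not always called active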
bCat nuc transl = alters nuclear translocation of beta-catenin in HeLa cells; immunofluorescence imaging; nuclear translocation activity, % at 5 µM; actives 0.3% (n = 190,000);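 active = nuclear translocation activity above 50% at 5 µM, with a well cell count of 50 or more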;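 note: per-cell ratio of nuclear to cytoplasmic median beta-catenin stain intensity; plate controls were DMSO negative control for no effect and GSK-3 inhibitor IX positive control for full effect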
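assay system = human HeLa cells, endogenous beta-catenin | times = compound treatment 24 h, 37°C, 5% CO2 | detection = Anti-beta-catenin immunofluorescence on PFA-fixed, Triton-permeabilized cells, DAPI nuclei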
Ins promoter up = MIN6 insulin promoter up-regulation | MIN6 insulin promoter-GFP reporter, high-content imaging; stronger effect = higher value | z-score at 5 µM | actives 0.3% (n = 190,000) | AID 1625;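 active = z-score above 3 at 5 µM with at least 500 cells counted in the well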
WT yeast gro inh = growth inhibition of WT yeast, mitochondrial fusion screen; mitochondrial fusion phenotypic screen, WT strain; inhibition, % at 10 µM; actives 2.1% (n = 190,000); AID 1362; in the data active = inhibition above about 58%; tested in S. cerevisiae
WT yeast gro inh mutant strain = recorded beside WT yeast gro inh, whose call it bears; inhibition, %; mitochondrial fusion phenotypic screen, mutant strain inhibition
Dynein cargo inh cytoplasmic EGFP = further read-out of Dynein cargo inh, marked with its call; z-score; measured here: cytoplasmic GR-EGFP intensity; stronger effect = higher value
Dynein cargo inh nuclear GR-EGFP = also measured in Dynein cargo inh; calls as there; z-score; measured here: nuclear GR-EGFP intensity;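 lower value marks the stronger effect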
Dynein cargo inh cell count = recorded beside Dynein cargo inh, whose call it bears; z-score; measured here: cell count per field
Ins promoter up cell count = further read-out of Ins promoter up, marked with its call; cell count; measured here: cytotoxicity, nuclei count;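 total cells summed across four imaged fields per well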
bCat nuc transl cell count 5 µM = second read-out of bCat nuc transl, no call of its own (marks repeat the call); cell count; measured here: cell count, cytotoxicity flag
MT stabilize HCS Hoechst-high % = further read-out of MT stabilize HCS, marked with its call; % Hoechst-high responders; measured here: nuclear condensation Hoechst responders;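 share of cells brighter than vehicle mean plus two SD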
MT stabilize HCS cytotoxicity % = second read-out of MT stabilize HCS, no call of its own (marks repeat the call); toxicity, %; measured here: cytotoxicity by cell density;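 0% = mean cell density of plate MIN control wells and 100% = no cells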
Autophagy mod cell loss 18 h = further read-out of Autophagy mod, marked with its call; toxicity, %; measured here: cell loss, nuclei count;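 cell loss after 18 h compound exposure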
* marks the source's active call; other numbers are inactive results; i = inactive; / = no result given.

smiles	AID2073	MT stabilize HCS	MT stabilize HCS Hoechst-high %	MT stabilize HCS cytotoxicity %	HIV fusion peptide	Dynein cargo inh	Dynein cargo inh cytoplasmic EGFP	Dynein cargo inh nuclear GR-EGFP	Dynein cargo inh cell count	Autophagy mod	Autophagy mod cell loss 18 h	Yfh1-off respiration	bCat nuc transl	bCat nuc transl cell count 5 µM	Ins promoter up	Ins promoter up cell count	WT yeast gro inh	WT yeast gro inh mutant strain
COc1ccccc1CNC(=O)c1cccc2c1C(=O)N(Cc1cccnc1)C2	2.0%	4.0	2.1	8.3	-2.5%	-0.738	-0.345	-0.294	0.811	i	17.9	i	1.2	1017	/	/	-0.5	-3.4
COc1cccc(-c2csc(N3CCN(C(=S)Nc4ccccc4OC)CC3)n2)c1	-14.5%	2.2	1.9	8.6	-2.7%	-0.614	-0.201	0.183	0.639	i	-20.0	i	1.6	1405	-1.29	1057	-3.1	-7.0
Cc1nc(NCC2CCCO2)c2oc3ccccc3c2n1 (stereo not drawn)	0.3%	3.2	2.3	4.7	6.1%	0.692	-0.245	0.461	-0.0224	i	-1.0	i	/	/	-0.62	1000	4.7	7.8
CCOC(=O)c1ccc(NC(=O)N2CCc3ccccc32)cc1	6.8%	2.7	2.1	7.9	2.9%	-1.04	-0.203	-0.596	0.482	i	-6.4	i	/	/	0.4	1150	4.9	-1.4
N#Cc1cccc(C(c2nnnn2C2CCCC2)N2CCCCCC2)c1 (stereo not drawn)	0.5%	3.1	1.7	5.5	1.9%	1.54	-0.238	-0.53	-0.786	i	6.7	i	0.1	1271	-0.2	1536	-6.8	-7.0
CCCOC(=O)C1=C(C)NC2=C(C(=O)CCC2)C1c1ccc(N(C)C)cc1 (stereo not drawn)	7.1%	5.6	2.2	8.2	0.8%	2.98	0.388	2.92	-2.84	i	0.6	i	-9.0	1003	-1	1287	4.2	13.7
COC(=O)CNS(=O)(=O)c1ccc(Cc2ccc(S(=O)(=O)NCC(=O)OC)cc2)cc1	17.1%	2.0	1.5	7.2	1.0%	-1.3	1.04	-0.373	0.278	i	-0.8	i	2.2	1243	/	/	9.1	11.3
COc1ccc(C(=O)O)cc1S(=O)(=O)Nc1cccc(C)c1	-4.6%	3.3	0.1	22.1	0.1%	0.806	-0.184	0.459	-0.424	i	3.2	i	0.3	1043	0.81	1838	-5.0	3.6
C1CCC2(CC1)C1=C(CCCC1)Nc1nnnn12	7.4%	2.1	2.0	7.7	-1.8%	-0.924	-0.153	-0.395	0.279	i	0.2	i	-3.7	988	0.44	1210	-1.6	-5.8
Cc1ccc(NC(=O)Nc2ccc(F)cc2)cc1Cl	3.2%	0.8	0.7	0.8	-0.9%	1.73	-0.175	0.99	-1.42	i	-8.5	i	1.4	1512	/	/	28.2	8.5
Cc1ccc(NC(=O)C2CCCN2C(=O)Oc2ccccc2)cc1C (stereo not drawn)	-4.4%	2.5	2.0	6.0	1.7%	0.883	-0.161	0.901	0.167	i	14.2	i	-5.0	1111	/	/	-3.7	-11.2
Cc1ccc(S(=O)(=O)N(C)CCCC(=O)Nc2ccncc2)cc1	-3.2%	1.4	3.3	7.2	-3.8%	1.29	-0.0229	1.04	-1.44	i	3.0	/	/	/	-1.57	879	10.3	10.5
COc1ccc(N2C(=O)CC(N3CCN(Cc4ccc5c(c4)OCO5)CC3)C2=O)cc1 (stereo not drawn)	9.0%	1.8	2.7	5.8	-0.6%	0.113	-0.00745	-0.3	-0.246	i	13.4	i	0.1	1077	0.1	1220	-12.4	1.2
CC1(OC(=O)CCc2ccccc2)C(=O)C=C2C=C(c3ccc(C#N)cc3)N(c3ccccc3)C=C2C1=O (stereo not drawn)	21.4%	/	/	/	16.9%	0.857	-0.661	0.564	-0.54	/	/	i	-2.0	1191	/	/	/	/
COc1cccc(C(=O)Oc2cc(-c3ccccc3)no2)c1	16.1%	1.1	1.4	3.2	4.4%	0.316	-0.13	0.393	0.499	i	-3.7	i	/	/	0.94	981	-14.5	6.6
CCOc1cc(NS(=O)(=O)c2ccc(NC(C)=O)cc2)c(OCC)cc1NC(=O)c1cccs1	1.2%	1.7	2.5	9.6	-1.2%	1.9	-0.226	1.05	0.0619	i	-8.8	i	-4.0	1165	0.52	1516	-3.8	11.8
Cc1nc(-c2ccc(NC(=O)CC(C)C)cc2)cs1	-2.3%	5.6	2.3	10.4	2.6%	0.315	-0.255	0.792	0.00871	i	-17.1	i	/	/	-0.7	1352	-5.5	-19.0
CN1CC(C(=O)O)Cc2c1ccc1ccccc21 (stereo not drawn)	-28.6%	/	/	/	-0.6%	0.367	-0.24	-0.227	0.0841	/	/	i	-1.7	1172	0.09	1261	/	/
COc1ccc(Cn2c(=O)[nH]c3cc(C(=O)NCCCN4CCCC4)ccc3c2=O)cc1	3.1%	2.3	1.3	6.1	0.5%	-0.769	0.969	0.0399	0.0256	i	-8.9	/	-3.8	1108	/	/	-26.3	-27.1
CN(C)C(=O)C[n+]1ccc(/C=N/O)cc1	0.9%	2.2	2.7	9.0	-1.3%	0.225	-0.0174	-0.232	-0.576	i	-4.6	i	0.0	941	0.05	1175	-2.5	-15.1
N#C/C(=C/c1ccc(OCc2ccccc2)cc1)C(=O)NC1CCCCC1	26.7%	1.7	0.9	8.9	-0.2%	-0.0995	-0.146	0.462	0.239	i	-29.5	i	0.5	1264	-0.53	1762	-11.1	-5.2
O=C(NCCCCC(NC(=O)c1ccc([N+](=O)[O-])cc1)C(=O)O)c1ccc([N+](=O)[O-])cc1 (stereo not drawn)	1.5%	2.3	2.0	5.4	0.0%	-1.23	-0.274	-0.435	1.27	i	-8.9	i	-3.4	1167	-0.39	910	-16.4	-1.4
CCN(CC)S(=O)(=O)c1ccc(NS(=O)(=O)c2ccc(F)cc2)cc1	-2.5%	1.7	1.4	9.1	-0.7%	1.68	-0.321	1.33	0.217	i	4.2	i	/	/	0.9	945	-0.6	5.8
Cc1ccc(/C(N)=N/OC(=O)c2ccco2)cc1	-6.1%	2.2	1.5	0.6	-0.3%	0.412	-0.253	0.194	-0.0128	i	0.2	i	-0.7	1171	/	/	-11.2	-4.2
CCS(=O)(=O)Nc1cccc(C(=O)O)c1	10.3%	/	/	/	-1.8%	-0.016	-0.154	0.394	0.0482	/	/	i	0.7	1289	-0.13	1099	/	/
O=C1CC(c2cccc(Cl)c2)CC(O)=C1C=Nc1cccc(Cl)c1 (stereo not drawn)	9.9%	2.2	2.4	3.8	15.0%	-1.92	0.255	-1.22	0.946	i	-3.1	i	0.1	952	0.07	2220	80.8*	45.2*
CCCCC(=O)NNC(=S)NC(=O)CCC	-9.5%	4.3	2.7	0.4	0.3%	-0.603	-0.249	-0.259	0.226	i	6.0	/	-1.1	530	-0.24	1069	23.2	-14.0
CCOc1ccc(CCN2C(=O)c3cccnc3C2=O)cc1OCC	2.5%	2.1	1.6	9.0	2.1%	-1.21	-0.279	-0.607	0.654	i	26.6	i	-1.2	973	0.8	1590	-5.5	1.6
O=C(Cc1cccs1)NCc1ccc2c(c1)OCO2	12.7%	2.9	1.4	2.1	1.7%	-0.134	-0.253	-0.701	0.321	i	-11.6	i	-0.2	1093	-0.45	1323	0.0	6.1
O=C(CNC(=O)c1ccc(S(=O)(=O)N2CCCC2)cc1)N/N=C/c1ccc(F)cc1	3.6%	1.9	2.7	10.6	-0.4%	-0.191	-0.332	-0.548	0.505	i	5.4	i	-3.3	1063	-1.06	1605	-5.8	-0.5
CCOC(=O)/C=C1\SCC(=O)N1CC(=O)NC12CC3CC(CC(C3)C1)C2	1.2%	2.9	2.6	7.6	-3.1%	-0.673	-0.264	-0.402	0.751	i	-0.3	i	-3.9	1202	0	766	1.6	15.8
O=C(Nc1ccc(Cl)c(Cl)c1)OCc1cncs1	-0.2%	1.3	1.1	4.2	-1.5%	-0.675	0.0234	-0.0908	0.973	i	5.7	i	1.7	1118	/	/	18.0	12.0
COc1ccc(OC)c(C2N(c3cc(C)on3)C(=O)C3CCCN32)c1 (stereo not drawn)	18.8%	6.6	1.1	2.5	0.7%	0.383	-0.0746	0.521	-0.0359	i	5.7	i	/	/	/	/	0.4	8.3
Cc1cc([N+](=O)[O-])ccc1-c1ccc(/C=N/NC(=O)Cc2ccccc2)o1	16.5%	6.4	3.2	6.6	38.6%	-0.232	-0.115	0.291	-0.0911	i	-3.2	i	-1.2	1151	0.23	1430	17.8	0.0
COC(=O)CC1(c2ccccc2)C(=O)c2ccccc2C1=O	2.1%	2.0	1.1	4.3	-0.1%	0.0787	-0.25	0.407	-0.772	i	-4.0	i	/	/	-0.01	963	-4.5	2.2
CCNc1nc(Oc2ccc(F)cc2)cc(C(F)(F)F)n1	-3.1%	6.1	2.4	21.3	1.6%	1.94	-0.263	1.79	-0.801	i	22.7	i	-5.7	1097	-0.3	1570	-7.0	16.6
COc1ccc(NC(=S)NNC(=O)Cn2nc([N+](=O)[O-])cc2C)cc1	-38.5%	3.2	1.9	3.8	1.0%	-0.563	-0.206	-0.417	0.927	i	-29.2	i	-4.2	852	0.25	1468	-10.1	4.0
COc1ccc(N2CCN(C(=O)c3ccc(C(C)(C)C)cc3)CC2)cc1	-25.9%	3.5	2.1	6.6	-2.3%	0.223	-0.102	-0.0375	0.273	i	8.9	i	/	/	/	/	16.3	32.8
